Screening data (PubChem BioAssay)
N370S GC mod: inhibitors or activators of N370S glucocerebrosidase for Gaucher disease. P04062. Potency, µM (series often up to 59.4 µM), for the others: top-dose activity change, negative = inhibition, hits mostly inhibitors. 330,000 tested, 0.092% active. AID 2101. N370S GC spleen homogenate, 4MU-glucoside fluorescence;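 note: 0% = full enzyme activity and -100% = no enzyme basal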
FEN1 inhibitor: human FEN1 inhibition; AID 588795; P39748; Recombinant FEN1 flap cleavage, fluorescence, 15 min; 390,000 tested, 0.35% active; Potency, µM (highest dose often 114 µM), for the others: at the highest dose activity change, negative = inhibition, actives largely listed as inhibitors; note: nearly all actives have a fitted effect of over 65% in size
Target sequence (P39748 whole entry, looked up): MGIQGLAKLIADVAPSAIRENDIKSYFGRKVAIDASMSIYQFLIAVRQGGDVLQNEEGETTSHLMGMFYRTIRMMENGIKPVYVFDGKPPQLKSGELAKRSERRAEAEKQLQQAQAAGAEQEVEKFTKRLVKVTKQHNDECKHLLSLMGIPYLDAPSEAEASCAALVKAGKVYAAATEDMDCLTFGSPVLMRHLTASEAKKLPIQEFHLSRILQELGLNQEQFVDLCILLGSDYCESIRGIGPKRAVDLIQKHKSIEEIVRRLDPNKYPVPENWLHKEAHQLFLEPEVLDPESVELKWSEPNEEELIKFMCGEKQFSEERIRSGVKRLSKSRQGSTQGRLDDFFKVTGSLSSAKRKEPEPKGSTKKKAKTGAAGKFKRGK
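Enzyme 10 nM, 15 min RT preincubation with compound; start with substrate 50 nM final; reads at 0 and 15 min; qHTS titration, four-parameter Hill fit.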
TDP1 block: TDP1 (human) enzyme inhibition; recombinant TDP1, AlphaScreen DNA substrate cleavage; Potency, µM (highest dose often 130 µM), without a hit: at the top dose activity change, negative = inhibition, actives largely listed as inhibitors; 350,000 tested, 0.28% active; note: nearly all actives have a fitted effect of over 40% in size
Target sequence (Q9NUW8 whole entry, looked up): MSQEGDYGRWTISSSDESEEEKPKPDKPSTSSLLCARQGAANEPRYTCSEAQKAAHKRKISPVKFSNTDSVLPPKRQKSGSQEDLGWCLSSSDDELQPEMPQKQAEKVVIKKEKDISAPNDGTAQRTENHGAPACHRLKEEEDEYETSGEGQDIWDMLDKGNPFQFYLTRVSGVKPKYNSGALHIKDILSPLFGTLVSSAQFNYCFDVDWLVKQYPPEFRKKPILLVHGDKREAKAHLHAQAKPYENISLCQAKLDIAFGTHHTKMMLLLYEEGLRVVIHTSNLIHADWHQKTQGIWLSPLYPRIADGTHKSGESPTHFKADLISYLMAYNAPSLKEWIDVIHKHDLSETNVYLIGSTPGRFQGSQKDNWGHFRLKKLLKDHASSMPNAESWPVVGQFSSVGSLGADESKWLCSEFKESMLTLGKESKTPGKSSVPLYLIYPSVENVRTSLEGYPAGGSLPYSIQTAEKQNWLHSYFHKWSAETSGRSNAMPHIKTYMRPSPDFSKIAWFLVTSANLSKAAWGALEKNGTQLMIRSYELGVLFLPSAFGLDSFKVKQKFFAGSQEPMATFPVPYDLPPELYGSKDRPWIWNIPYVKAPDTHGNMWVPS
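Steps: enzyme plus compound, 15 min RT; add biotin/phosphotyrosine-FITC oligonucleotide (15 nM final), react 5 min; add donor/acceptor beads (10 ug/ml final), 10 min; read AlphaScreen. Tdp1 at 1 nM final.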
* hit, by the source's call; ? = inconclusive; . = no result given; & = joins results of further samples; [ ] = dose if it differs, or a comment. Calls come from the whole dose curve; as a rule, active = well fitted curve in the direction sought with a large enough effect; inconclusive = small, poorly fitted or top-dose-only effect, or another doubt; inactive = no such curve, though single readings can be large; an effect the other way counts as inactive or inconclusive. Unless noted, % is set by controls: 0 for no effect and ±100 for the full control effect; potency is the fitted concentration of half-maximal effect.

SMILES	N370S GC mod	FEN1 inhibitor	TDP1 block
Fc1ccc(N2N=C(c3cccs3)CC2c2ccccc2)cc1 (stereo not given)	?	-13%	13µM*
Cc1ccc(S(=O)(=O)N2CCCCC2)cc1NC(=O)COC(=O)C1CC2C=CC1C2 (stereo not given)	0%	-21%	3%
O=C(COc1c(Br)cc(Br)cc1Br)N/N=C/c1ccco1	7%	-2%	1%
CC(C)c1ccc(S(=O)(=O)c2nnn3c2nc(N2CCN(C)CC2)c2sccc23)cc1	.	6%	10%
Cc1cc(C(=O)CSc2nn(-c3ccccc3)c(=S)s2)c(C)n1Cc1ccco1	14%	-5%	3%
O=C(NCc1ccccc1)C1CC(=O)N(C2CCCCCC2)C1 (stereo not given)	4%	-1%	8%
Cc1ccc(-c2csc(NC(=O)c3ccccc3F)c2C(=O)O)cc1	7%	14%	.
CC12C(=O)N(c3ccccc3C(=O)O)C(=O)C1C1C=CC2C1 (stereo not given)	5%	0%	.
CSc1ccc(/C=C/C(=O)c2ccc(O)cc2)cc1	-13%	-11%	3%
O=C(NC1CCN(C(=O)NCc2ccccc2)CC1)c1ccco1	14%	2%	4%
O=C(NCCc1ccccc1)c1ccc2nc(CCc3ccccc3)oc2c1	.	10%	5%
O=C(Nc1ccc(Cl)cc1)OCc1cn(-c2ccc(Cl)cc2)nn1	-12%	-13%	3%
Cc1cc(Nc2ccccc2F)n2nc(C)nc2n1	-9%	19%	1%
Cc1c(N2C(=O)/C(=C\c3ccc(N(C)C)cc3)N(C)C2=S)c(=O)n(-c2ccccc2)n1C	-11%	?	3%
CCOC(=O)c1c(NC(=O)c2c(C(=O)O)cccc2[N+](=O)[O-])sc(C)c1C	-4%	-14%	-2%
CCOC(=O)c1cc(=O)n2[nH]c(-c3ccc(C)cc3)cc2n1	-13%	-5%	7%
Cc1nc(-c2ccc(F)cc2)c(CC(=O)N(C)CC(=O)Nc2ccccc2Cl)s1	-3%	5%	2%
Cn1cc(C(=O)NCc2ccc(F)cc2)c(=O)c2cc(S(=O)(=O)N3CCCCC3)ccc21	18%	?	0%&8%
CSc1nnc(C)c(/C=C/NOCc2cccc(F)c2)n1	-16%	-12%	4%
COc1cc2cnc(-c3ccsc3)c(-c3ccc(F)cc3)c2cc1OC	.	-7%	2%
CCn1c(SCC(=O)NC2CCCCC2)nnc1-c1ccccn1	-3%	19%	5%
CCOc1ccc(CCNC(=O)Cc2ccc(NC3=NC4CS(=O)(=O)CC4S3)cc2)cc1 (stereo not given)	-10%	-10%	.
Cc1ccc(-c2noc(-c3ccno3)n2)cc1	5%	-2%	4%
Cc1onc(-c2ccccc2)c1CNS(=O)(=O)c1cccc(Cl)c1	10%	13%	0%
O=C1C2C3C=CC(CC3)C2C(=O)N1c1ccc(Br)cc1[N+](=O)[O-] (stereo not given)	2%	1%	.
O=C(O)/C=C/c1cn(Cc2ccccc2)nc1-c1ccccc1	3%	-1%	1%
CSCCC(NS(=O)(=O)c1ccc(Cl)cc1)C(=O)OCC(=O)NC12CC3CC(CC(C3)C1)C2 (stereo not given)	?	-21%	3%
CCC1CCCCN1C(=O)COC(=O)CSc1ccc(C(N)=O)cc1[N+](=O)[O-] (stereo not given)	.	-3%	1%
CCc1ccc(NC(=O)CC2C(=O)N(c3cccc(OC)c3)C(=O)N2CCOC)cc1 (stereo not given)	-14%	12%	3%
COC(=O)NC(c1ccco1)[C@@]1(C(=O)OC)CCCC1=O (stereo not given in full)	9%[12.8 µM]	.	4%[21 µM]
O=C(CSc1nnc(-c2cccnc2)o1)Oc1ccccc1	-12%	0%	-1%
Cc1ccc(N(C)C(=O)n2cnc3ccccc32)cc1	10%	-5%	3%
CCOc1ccc(NC(=S)N(Cc2ccc(Cl)cc2)Cc2ccco2)cc1	3%	-4%	4%
COC(=O)c1nc(N2CCN(S(=O)(=O)c3ccc(C)cc3)CC2)c2ccccc2n1	.	16%	2%
Cc1ccc(NC(=O)CSc2nc3ccccc3c(=O)n2Cc2cccs2)cc1	11%	-1%	0%
CSc1nc(N)nc(SCC(=O)c2ccccc2)c1C#N	10%	-1%	2%

TDP1 block, what is marked active above
SMILES	N370S GC mod	FEN1 inhibitor	TDP1 block
Fc1ccc(N2N=C(c3cccs3)CC2c2ccccc2)cc1 (stereo not given)	?	-13%	13µM*

The list continues:
SMILES	N370S GC mod	FEN1 inhibitor	TDP1 block
O=C(CSc1nc2ccsc2c(=O)n1NC(=O)c1ccccc1)Nc1nccs1	7%	-2%	3%[56.1 µM]
COc1ccccc1NC(=O)c1csc(-n2nc(C)cc2C(F)(F)F)n1	-6%	-5%	1%
Cc1cc(NC(=O)C2CC(=O)N(c3ccccc3Cl)C2)no1 (stereo not given)	-1%	-2%	.
O=C(CCc1ccccc1)N=C1SC2CS(=O)(=O)CC2N1c1cccc(F)c1 (stereo not given)	-1%	4%	6%
CON(c1nc(Cl)nc(N(C)C)n1)S(=O)(=O)c1ccc(C)cc1	-3%	-7%	.
CCOC(CNC(=O)c1nnc(Cc2cc(OC)c(OC)c(OC)c2)o1)OCC	-5%	-7%	0%
Cc1ccc(C(=O)NC2CCS(=O)(=O)C2)cc1S(=O)(=O)N1CCCCCC1 (stereo not given)	-5%	-4%	-5%
COc1ccccc1NC(=O)CNC(=O)c1ccc(Br)o1	-1%	-8%	.
CCc1noc(C)c1C(=O)Nc1ccc(S(=O)(=O)N2CCCC(C)C2)cc1 (stereo not given)	-3%	5%	-3%
NC(=S)NNc1ccnc2cc(Cl)ccc12	-12%	-2%	11%
O=C1c2ccc([N+](=O)[O-])cc2NC(c2ccco2)N1/N=C/c1ccco1 (stereo not given)	-1%	-3%	8%
COc1ccc(-c2coc3c2c(C)cc2oc(=O)c(CC(=O)O)c(C)c23)cc1	.	?	7%
Cc1ccc2c(=O)cc(C(=O)Nc3ccc(S(=O)(=O)N4CCCCCC4)cc3)oc2c1C	.	21%	2%
O=C(c1ccc(N2CCCC2)c([N+](=O)[O-])c1)N1CCc2ccccc2C1	4%	2%	0%
CCOC(=O)c1cnc(SC)nc1Oc1cccc(NC(=O)c2ccc(C)cc2)c1	4%	4%	-3%
Cn1cnc(S(=O)(=O)N2CCCC(C(=O)Nc3cccc(C#N)c3)C2)c1 (stereo not given)	.	4%	-9%
CC(=O)NC(Cc1c[nH]c2ccccc12)C(=O)N1CCc2ccccc2C1 (stereo not given)	6%	-4%	1%
OC(CNC1CCCc2ccccc21)COc1c(Cl)cccc1Cl (stereo not given)	4%	-3%	3%
O=C(NCc1ccco1)/C(=C/c1ccccc1)NC(=O)c1ccco1	2%	-8%	6%
CN(/N=C/c1ccc(C(C)(C)C)cc1)C1=NCCN1	4%	-11%	-4%
O=C(C1CCN(S(=O)(=O)c2ccccc2)CC1)N1CCC1	.	-5%	0%
COc1ccc(NC(=O)c2cc(-c3ccccc3)oc2C)cc1	1%	-3%	3%
CCOC(=O)CNC(=O)C(NC(=O)C1CCC(C)CC1)C(C)CC (stereo not given)	-11%	-12%	0%
O=C(CSc1nc2cc3ccccc3cc2[nH]1)Nc1ccc(F)cc1	20%	-2%&-7%	3%&0%

Quoted at random: 3 entries already listed.
SMILES	N370S GC mod	FEN1 inhibitor	TDP1 block
COc1ccc(NC(=O)c2cc(-c3ccccc3)oc2C)cc1	1%	-3%	3%
Cc1ccc2c(=O)cc(C(=O)Nc3ccc(S(=O)(=O)N4CCCCCC4)cc3)oc2c1C	.	21%	2%
O=C(NCc1ccco1)/C(=C/c1ccccc1)NC(=O)c1ccco1	2%	-8%	6%

(continued)
SMILES	N370S GC mod	FEN1 inhibitor	TDP1 block
COc1ccc(-n2cc(C(=O)c3cc(Cl)ccc3O)cc(C#N)c2=O)cc1	7%	2%	5%
COc1ccc(-c2nc(C)c(C(C)=O)n2O)cc1	-11%	-5%	1%
CCOc1ccc2nc(N3CCC(C(=O)NC4CCCCC4)CC3)sc2c1	-5%	-2%	4%
COCCNC(=O)Cn1ccc2cc(S(=O)(=O)N3CCCCCC3)ccc21	-1%	-5%&3%	0%&8%
Cc1cc(NC(=O)CNCC(c2ccccc2)N(C)C)c([N+](=O)[O-])cc1C (stereo not given)	-9%	-15%	.
O=C(c1ccccc1)N(Cc1ccccc1)Cc1ccccc1	-12%	-12%	.
CC(NC(=O)c1ccc2c(c1)CCN2S(=O)(=O)c1ccccc1)c1ccccc1 (stereo not given)	.	-5%	0%
C=CCN(CC(=O)NCc1ccc(F)cc1)C(=O)c1csnn1	3%	3%	-1%
COc1ccc(C2C=C3CNS(=O)(=O)C3CC2OC(=O)c2ccc(C(F)(F)F)cc2)cc1 (stereo not given)	-6%	-23%	15%
N#CC1(C#N)C2=C(CCCC2)NC(c2ccccc2)C1(C#N)C#N (stereo not given)	?	.	5%
CCCc1cc(C(=O)Nc2cccc3ccccc23)n(C)n1	-11%	7%	5%
CC1CCC2(CC1)NC(=S)N(c1ccccc1)N2 (stereo not given)	0%	1%	10%

One compound at a time (already shown). Screens in order: N370S GC mod, FEN1 inhibitor, TDP1 block
N#CC1(C#N)C2=C(CCCC2)NC(c2ccccc2)C1(C#N)C#N (stereo not given) in the list: ?, ., 5%
CCOc1ccc2nc(N3CCC(C(=O)NC4CCCCC4)CC3)sc2c1 in the list: -5%, -2%, 4%
CCCc1cc(C(=O)Nc2cccc3ccccc23)n(C)n1 in the list: -11%, 7%, 5%
COc1ccc(-c2nc(C)c(C(C)=O)n2O)cc1 in the list: -11%, -5%, 1%
Cc1cc(NC(=O)CNCC(c2ccccc2)N(C)C)c([N+](=O)[O-])cc1C (stereo not given) in the list: -9%, -15%, .

Next part:
SMILES	N370S GC mod	FEN1 inhibitor	TDP1 block
CCCc1cc(N2CCN(c3cccc(C)c3C)CC2)n2cnnc2n1	.	-23%	2%
Cc1ccc2c(c1)C1CN(C)CCC1N2C(=O)c1cccc(S(=O)(=O)N2CC(C)CC(C)C2)c1 (stereo not given)	-12%	-7%	5%
O=C(CCC(=O)N(CC(=O)NC1CCCC1)c1ccccc1F)Nc1nccs1	-4%	3%	.
COc1ccccc1C(=O)NCC(c1cccs1)N1CCc2ccccc21 (stereo not given)	15%	-16%	1%
S=C(NCc1ccc(Cl)cc1)NC1CCN(Cc2ccccc2)CC1	-6%	0%	5%
O=C(C1CCC(N2C(=O)C3CC=CCC3C2=O)CC1)N1CCCCC1 (stereo not given)	5%	-2%	8%
Cc1ccc(CSCc2ccc(C(=O)O)o2)cc1	-21%	-4%	.
CCOC(=O)N1CCN(S(=O)(=O)c2ccc(Br)cc2)CC1	0%	-1%	2%
Cc1cc(Sc2nc(NC(C)(C)C)nc(N3CCOCC3)n2)nc(Cl)n1	-8%	-7%	0%
CC1CCCN(c2c([N+](=O)[O-])c(=O)oc3ccccc23)C1 (stereo not given)	-7%	-1%	6%
COc1cc(C(CCN2CCCC(C)C2)c2c(OC)cc(OC)c3c(C)cc(=O)oc23)cc(OC)c1OC (stereo not given)	-7%	17%	5%
O=C(/C(=C/O)N=Nc1ccccc1)c1cccs1	1%	14%	9%

Among those listed so far, 2 have a CF3 group.
SMILES	N370S GC mod	FEN1 inhibitor	TDP1 block
COc1ccccc1NC(=O)c1csc(-n2nc(C)cc2C(F)(F)F)n1	-6%	-5%	1%
COc1ccc(C2C=C3CNS(=O)(=O)C3CC2OC(=O)c2ccc(C(F)(F)F)cc2)cc1 (stereo not given)	-6%	-23%	15%

Following part.
SMILES	N370S GC mod	FEN1 inhibitor	TDP1 block
Cn1nnc(NC(=S)NC(=O)c2cccs2)n1	-2%	5%	1%
Cc1nn(-c2ccccc2)c(C)c1C(=O)OCC(=O)NC12CC3CC(CC(C3)C1)C2	17%	-17%	2%
CC1C=C[C@@H]2[C@H](C1)C(=O)N(Cc1ccccc1)[C@H]2c1ccccc1Br (stereo not given in full)	20%	.	-1%
c1ccc(-c2nnsc2-c2ccccc2)cc1	-5%	13%	.
O=C(/C=C/Nc1ccccc1)c1ccc(Cl)cc1Cl	2%	-1%	0%
Cc1noc(NS(=O)(=O)c2ccc(NC(=O)CSc3nc4c(cc3C#N)CCCCC4)cc2)c1C	11%	-5%	4%
Cc1[nH]c(=O)[nH]c(=O)c1S(=O)(=O)N(CC(C)C)CC(C)C	-5%	1%	-5%
OC1OC[C@H](O)[C@@H](O)[C@H]1O (stereo not given in full)	-6%	.	6%
Cc1ccccc1C(=O)N1CCC(C(=O)N(C)CC(=O)Nc2cccc(F)c2)CC1	-11%	20%	3%
Cc1ccc(/C=N/Nc2cn[nH]c(=O)n2)o1	-4%	-6%	0%
Cc1oc(-c2ccccc2)nc1CS(=O)CC(=O)NC1CCCCCC1 (stereo not given)	22%	15%	3%
COc1ccc(N2CCN(C(=O)CCC(=O)N3CC(C)Oc4ccccc43)CC2)cc1 (stereo not given)	-2%	0%	.
COc1ccccc1NC(=O)CSc1nc2nccnc2c(=O)n1CCc1c[nH]c2ccccc12	.	-1%	5%
COc1cc2c(c(OC)c1OC)C(c1ccccc1C)CC(=O)O2 (stereo not given)	8%[89.1 µM]	-11%	-1%[56.1 µM]
COC(=O)c1nn(-c2ccc(OC)cc2)c(=O)cc1NN	-6%	-1%	7%
